# Compound activity (PubChem)
# PhoP GFP inhibition – PhoP regulon inhibitors, Salmonella typhi PhoP promoter GFP reporter, confirmatory (AID 1850) | Salmonella Typhi PhoP-promoter GFP reporter, fluorescence, 4 h; higher % means a stronger effect | inhibition, % at 50 µM, or IC50 in µM where a hit was titrated | 310,000 tested, 0.33% active; in the data active means a potency from the dose series; inconclusive means inhibition mostly from about 25% at the one dose, without a potency; inactive means the rest, 99 in 100 with inhibition below about 19%;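 further: 0% = induced wells with vehicle and 100% = uninduced wells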
# VEEV TC-83 Vero – inhibitors of VEEV TC-83 cytopathic effect, confirmation, Vero cells (AID 588727); Vero cells, VEEV TC-83 cytopathic effect inhibition; higher % means a stronger effect; one-dose inhibition, % at 20 µM; IC50 in µM for titrated hits; 350,000 tested, 0.13% active; in the data active means a potency from the dose series; inconclusive means inhibition mostly from about 14% at the one dose, without a potency; inactive means the rest, 99 in 100 with inhibition below about 12%; further: strong numbers were not always called active
# influenza NS1A – H1N1 influenza NS1A inhibitors, functional cell based assay (AID 504329); NS1A functional cell-based assay, percent inhibition; higher % means a stronger effect; inhibition, % at 12.5 µM, or IC50 in µM where a hit was titrated; 340,000 tested, 0.3% active; in the data active means a potency from the dose series; inconclusive means inhibition above about 27% without an active follow-up result; further: strong numbers were not always called active
# tuberculosis growth – growth inhibition of non-replicating M. tuberculosis (AID 488890); Mycobacterium tuberculosis non-replicating, growth inhibition; higher % means a stronger effect; one-dose inhibition, % at 25 µM; IC50 in µM for titrated hits; 320,000 tested, 0.39% active; in the data active means a potency from the dose series; inconclusive means inhibition mostly from about 82% at the one dose, without a potency; inactive means the rest, 99 in 100 with inhibition below about 76%;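 further: plate controls were DMSO cells for no effect and high antibiotic wells for full effect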
# M. tuberculosis HTS – M. tuberculosis growth inhibition, HTS (AID 449762) | one-dose inhibition, % at 25 µM; IC50 in µM for titrated hits | 330,000 tested, 0.59% active | M. tuberculosis H37Rv growth inhibition, 7H9 media; higher % means a stronger effect; in the data active means a potency from the dose series; inconclusive means inhibition above about 70% without an active follow-up result;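 further: bacterial growth assessed after seven days of incubation; strong numbers were not always called active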
# VEEV TC-83 Vero 10K pilot screen – further read-out of VEEV TC-83 Vero, marked with its call; inhibition, %; measured here: 10K pilot screen inhibition
# * marks the source's active call; other numbers are inactive results; i = inactive; ? = inconclusive; nt = no result given.
SMILES,PhoP GFP inhibition,VEEV TC-83 Vero,influenza NS1A,tuberculosis growth,M. tuberculosis HTS,others
CCOC(=O)c1ccc(NC(=O)c2ccc3c(c2)C(=O)N(Cc2cccnc2)C3=O)cc1,-6%,10%,-5%,24%,9%,
Cn1c(=O)c2c(nc(OCc3ccc4c(c3)OCO4)n2Cc2ccccc2Cl)n(C)c1=O,-6%,0.7%,-5%,46%,0%,
CCOC(=O)c1cnc2ccc(C)cc2c1N(C)Cc1ccccc1,-3%,0.1%,10%,14%,12%,
CCn1c(SCC(=O)n2nc(C)cc2C)nnc1-c1ccc2c(c1)OCO2,-18%,i,-13%,7%,16%,
Oc1oc(-c2ccccc2)nc1/C=N/c1ccccn1,-2%,i,-16%,1%,-7%,
COCCCn1c(=N)c(C(N)=S)cc2c(=O)n3cccc(C)c3nc21,6%,5.8%,7%,31%,3%,
Cc1ccc(S(=O)(=O)N2CCN(c3ccc(S(=O)(=O)N4CCOCC4)cn3)CC2)cc1,-4%,0.7%,-27%,2%,12%,
Cc1nn(CC(=O)N2CCN(c3ccccc3)CC2)c(C)c1[N+](=O)[O-],8%,0.9%,5%,4%,3%,
CCOC(=O)CCCNC(=O)COC(=O)c1cc(C)cc(C)c1,-1%,2.2%,-1%,-6%,-1%,
CCCCNC1=C(Br)C(=O)CC(C)(C)C1,4%,0.2%,-2%,7%,-4%,
Cc1ccc(S(N)(=O)=O)c(C)c1-n1cnnn1,6%,0.2%,5%,-16%,1%,
CCCC(=O)NCCc1nc2cc([N+](=O)[O-])ccc2n1C,-3%,0.2%,1%,-7%,-6%,
NC1=NC(=O)C(Cc2cc(Cl)ccc2Cl)S1 (stereo not drawn),4%,0.3%,4%,51%,-3%,VEEV TC-83 Vero 10K pilot screen=1.4
NC(=O)C1CC(=O)N(c2ccc(OCc3c(Cl)cccc3Cl)cc2)C1 (stereo not drawn),4%,0.2%,10%,16%,4%,
COc1ccc(OCC(Cn2cnc3ccccc32)OC(C)=O)cc1 (stereo not drawn),3%,i,0%,12%,6%,
Cc1cc(C)nc(SCC(=O)Nc2ccnc3ccccc23)n1,6%,i,10%,18%,-5%,
CCC(=O)N1CCN(c2nc(C)nc3sc(C)c(C)c23)CC1,3%,0.9%,-1%,-9%,0%,
C=CC[C@]12C=C(OC)C(=O)C(OC)=C1O[C@@H](c1ccc3c(c1)OCO3)[C@H]2C,6%,1.0%,-1%,-2%,-6%,
Cc1cc(C)nc(SCc2ccc(Cl)cc2)n1,4%,0.9%,-11%,-11%,-7%,
COC(=O)C1C(=O)c2c(C)noc2CC1(C)C (stereo not drawn),2%,0.9%,9%,-4%,-4%,

# Next part; the last four above are carried over.
SMILES,PhoP GFP inhibition,VEEV TC-83 Vero,influenza NS1A,tuberculosis growth,M. tuberculosis HTS,others
CCC(=O)N1CCN(c2nc(C)nc3sc(C)c(C)c23)CC1,3%,0.9%,-1%,-9%,0%,
C=CC[C@]12C=C(OC)C(=O)C(OC)=C1O[C@@H](c1ccc3c(c1)OCO3)[C@H]2C,6%,1.0%,-1%,-2%,-6%,
Cc1cc(C)nc(SCc2ccc(Cl)cc2)n1,4%,0.9%,-11%,-11%,-7%,
COC(=O)C1C(=O)c2c(C)noc2CC1(C)C (stereo not drawn),2%,0.9%,9%,-4%,-4%,
O=C(NC(=S)Nc1ccc(CN2CCOCC2)cc1)c1ccc(-c2ccc(Br)cc2)o1,-4%,nt,nt,78%,55%,
O=C(COC(=O)/C=C/c1ccc(Cl)c(Cl)c1)NC1CC1,nt,2.6%,-5%,60%,9%,
Nc1cccc(C(=O)Nc2ccc3nc(-c4cccnc4)[nH]c3c2)c1,8%,3.8%,1%,-28%,-3%,
CCCc1nnc(NC(=O)NCCN2C(=O)C3C4C=CC(C4)C3C2=O)s1 (stereo not drawn),-10%,i,-6%,nt,-7%,
Cc1nn(C)c(C)c1NS(=O)(=O)c1ccc(Cl)cc1,2%,i,-13%,-4%,0%,
Cc1n[nH]c(=O)c2c(NC(=O)COC(=O)Cc3ccc(Cl)cc3Cl)oc(C)c12,-2%,1.6%,-5%,11%,0%,
Cc1nn(C)cc1CN(C)C(=O)c1nn2c(c1Br)NC(c1cccs1)CC2C(F)(F)F (stereo not drawn),3%,0.4%,-6%,-1%,-9%,
COc1cccc(NC=C2C(=O)OC3(CCCCC3)OC2=O)c1,-8%,4.2%,-1%,3%,0%,
CC(Sc1nnc2c(n1)[nH]c1ccccc12)C(=O)NC1CCCCC1 (stereo not drawn),7%,1.1%,6%,6%,9%,
COc1ccc(-c2c(C)n([O-])c3c([n+]2=O)CCCC3)cc1OC,0%,nt,nt,6%,-1%,
COc1ccc(OC)c(NC(=O)C(C#N)=Cc2ccco2)c1,nt,1.8%,9%,nt,nt,
N#Cc1nc(-c2ccco2)oc1N1CCN(C(c2ccccc2)c2ccccc2)CC1,-12%,0.4%,11%,-6%,-4%,
COc1ccc(OC)c(NC(=O)Nc2cc(C(=O)O)ccc2C)c1,0%,6.9%,-6%,0%,0%,
Cc1ccc(C(=O)N2CCN(c3ccccn3)CC2)cc1Cl,3%,0.7%,-47%,30%,-2%,
O=c1[nH]n(-c2ccc(Cl)cc2)c2ncccc12,-4%,3.0%,3%,15%,-25%,
COc1ccccc1C(=O)Nc1nc(N)n(-c2ccccc2)n1,-2%,2.1%,0%,2%,-3%,
CN(CC(=O)Nc1ccc(Cl)cc1)C(=O)CNC(=O)c1ccc(Br)o1,0%,3.8%,-4%,-9%,-3%,
COC(=O)C(C)Sc1nc(N)c(NC(=O)c2ccco2)c(=O)[nH]1 (stereo not drawn),-8%,1.7%,-4%,-11%,-8%,
COc1cc(C(=O)NCCOc2cc(C)cc(C)c2)c(Br)c(OC)c1OC,6%,3.4%,3%,22%,-4%,
Clc1ccc(-c2csc(N3CCc4ccccc4C3)n2)cc1,6%,i,1%,-1%,1%,
C=CCSc1nc2c(c(-c3ccsc3)c1C#N)CN(C)CC2,-14%,1.3%,7%,60%,35%,
CCOC(=O)C1CCCCN1S(=O)(=O)c1ccc2c(c1)CC(C)N2C(=O)C1CCC1 (stereo not drawn),2%,0.9%,2%,19%,0%,
CCOc1nc(NC(C)C)nc(N2CC3CC(C2)c2cccc(=O)n2C3)n1 (stereo not drawn),-1%,i,4%,-7%,3%,
COc1ccc(C(CNC(=O)c2oc3ccc(OC)cc3c2C)N2CCCC2)cc1 (stereo not drawn),-2%,8.0%,4%,40%,8%,
Cc1ccc(C(F)(F)F)cc1NC(N)=S,-1%,0.1%,5%,8%,3%,
Cc1nc(NC(=O)/C=C/c2ccc(F)cc2)sc1C(=O)N(C)C,2%,0.6%,-1%,16%,-4%,
FC(F)(F)c1cccc(-c2nnc3ccc(C(F)(F)F)cn23)c1,0%,i,-4%,1%,-2%,
O=S(=O)(c1ccc(SCCOc2ccc(F)cc2)nc1)N1CCCC1,nt,i,1%,43%,-1%,
CCNC(=O)OCC(CC)NC(=O)OCC(C)C (stereo not drawn),8%,1.2%,-10%,1%,0%,
O=C(CCN1CCN(c2ccc(F)cc2)CC1)Nc1ccc(F)cc1,13%,1.0%,9%,17%,6%,
O=C(NCCc1ccccc1F)c1ccc2c(c1)OCCO2,15%,0.8%,3%,0%,4%,
CCOC(=O)c1nn(-c2ccc(F)cc2)c2nc(-c3ccccc3)c(C#N)c(=O)n12,-2%,i,-8%,64%,-3%,
COC(=O)c1ccccc1NC(=O)c1cccc(NC(=O)CSCc2ccccc2)c1C,-6%,0.6%,5%,-10%,3%,
O=C(CSCc1cccc(Br)c1)N1CCOCC1,1%,i,3%,1%,-2%,
COC(/C=C/Nc1ccc(Cl)cc1)=C(C#N)C#N,0%,1.3%,0%,-12%,-2%,
CC(CN1C(C)CCCC1C)OC(=O)c1ccc(F)cc1 (stereo not drawn),-1%,0.7%,-1%,-7%,6%,
CCN1/C(=C2\C(=O)N(C)C(=S)N2C)C=Cc2cc(OC)ccc21,-3%,0.5%,-4%,-1%,21%,
CCOc1ccc(S(=O)(=O)NCC(=O)N(C)Cc2cccnc2)cc1,-2%,1.8%,-2%,1%,0%,VEEV TC-83 Vero 10K pilot screen=1.5
CCc1cccc(C)c1N1C(=O)CN(Cc2ccccc2)C1=S,5%,7.7%,18%,21%,2%,
O=C(Cc1cccs1)N/N=C/C=C/c1ccco1,-1%,0.4%,7%,8%,-5%,
CS(=O)(=O)c1ccc(-n2nnc3ccccc32)c([N+](=O)[O-])c1,-5%,i,-8%,-10%,1%,
CCC[C@@H](CN1CCC[C@H]1CN1C(N)=NC[C@H]1CC(C)C)N1C[C@@H]([C@H](C)CC)N(CCc2ccc(Cl)c(Cl)c2)C1=N,nt,i,12%,?,?,
Nc1ccnc(=O)[nH]1,-19%,2.0%,7%,-9%,1%,
C#CCOCCOCCOCCNc1nc(N2CCN(C(=O)Cn3cc(CCCN=C(N)N)nn3)CC2)nc(N2CCN(C(=O)[C@H](CCCCN)n3cc(CCCC)nn3)CC2)n1,-3%,i,-5%,42%,-7%,
COc1ccc2c(c1)OC[C@H]1[C@H]2N2C(=O)c3cc(C)ccc3NC(=O)[C@@]2(C)[C@H]1c1ccccc1,nt,0.3%,3%,?,35%,
O=C(O)C(Cc1ccccc1)N1C(=O)/C(=C/c2cccc3ccccc23)SC1=S (stereo not drawn),-8%,nt,nt,23%,-1%,
COC(=O)Cn1ccc2cc(S(=O)(=O)N3CCCCCC3)ccc21,1%,0.1%,8%,-2%,-1%,
COc1c(O)ccc(/C=N\NC(=O)c2ccc3c(c2)OCO3)c1[N+](=O)[O-],6%,0.3%,0%,-2%,2%,

# A draw from above in order of length of the SMILES, lowest first:
SMILES,PhoP GFP inhibition,VEEV TC-83 Vero,influenza NS1A,tuberculosis growth,M. tuberculosis HTS,others
Nc1ccnc(=O)[nH]1,-19%,2.0%,7%,-9%,1%,
CCc1cccc(C)c1N1C(=O)CN(Cc2ccccc2)C1=S,5%,7.7%,18%,21%,2%,
COC(=O)Cn1ccc2cc(S(=O)(=O)N3CCCCCC3)ccc21,1%,0.1%,8%,-2%,-1%,
O=C(O)C(Cc1ccccc1)N1C(=O)/C(=C/c2cccc3ccccc23)SC1=S (stereo not drawn),-8%,nt,nt,23%,-1%,
COc1ccc2c(c1)OC[C@H]1[C@H]2N2C(=O)c3cc(C)ccc3NC(=O)[C@@]2(C)[C@H]1c1ccccc1,nt,0.3%,3%,?,35%,
CCC[C@@H](CN1CCC[C@H]1CN1C(N)=NC[C@H]1CC(C)C)N1C[C@@H]([C@H](C)CC)N(CCc2ccc(Cl)c(Cl)c2)C1=N,nt,i,12%,?,?,
C#CCOCCOCCOCCNc1nc(N2CCN(C(=O)Cn3cc(CCCN=C(N)N)nn3)CC2)nc(N2CCN(C(=O)[C@H](CCCCN)n3cc(CCCC)nn3)CC2)n1,-3%,i,-5%,42%,-7%,
